# Salmonella PhoP GFP: PhoP regulon inhibitors, Salmonella typhi PhoP promoter GFP reporter, confirmatory (AID 1850). Salmonella Typhi PhoP-promoter GFP reporter, fluorescence, 4 h; higher % means a stronger effect. inhibition, % at 50 µM; hits with a dose series show IC50 in µM. 310,000 compounds, 0.33% hits; in the data active = a potency from the dose series; inconclusive = inhibition mostly from about 25% at the one dose, without a potency; inactive = the rest, 99 in 100 with inhibition below about 19%;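 also: 0% = induced wells with vehicle and 100% = uninduced wells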
# inhibitors of VEEV: inhibitors of VEEV TC-83 cytopathic effect, confirmation, Vero cells (AID 588727); inhibition, % at 20 µM; hits with a dose series show IC50 in µM; Vero cells, VEEV TC-83 cytopathic effect inhibition; higher % means a stronger effect; 350,000 compounds, 0.13% hits; in the data active = a potency from the dose series; inconclusive = inhibition mostly from about 14% at the one dose, without a potency; inactive = the rest, 99 in 100 with inhibition below about 12%; also: strong numbers were not always called active
# tuberculosis growth: growth inhibition of non-replicating M. tuberculosis (AID 488890); Mycobacterium tuberculosis non-replicating, growth inhibition; higher % means a stronger effect; inhibition, % at 25 µM, or IC50 in µM where a hit was titrated; 320,000 compounds, 0.39% hits; in the data active = a potency from the dose series; inconclusive = inhibition mostly from about 82% at the one dose, without a potency; inactive = the rest, 99 in 100 with inhibition below about 76%;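 also: plate controls were DMSO cells for no effect and high antibiotic wells for full effect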
# influenza NS1A: H1N1 influenza NS1A inhibitors, functional cell based assay (AID 504329) | NS1A functional cell-based assay, percent inhibition; higher % means a stronger effect | inhibition, % at 12.5 µM; hits with a dose series show IC50 in µM | 340,000 compounds, 0.3% hits; in the data active = a potency from the dose series; inconclusive = inhibition above about 27% without an active follow-up result; also: strong numbers were not always called active
# H37Rv inhibition: M. tuberculosis growth inhibition, HTS (AID 449762). 330,000 compounds, 0.59% hits. M. tuberculosis H37Rv growth inhibition, 7H9 media; higher % means a stronger effect. inhibition, % at 25 µM; hits with a dose series show IC50 in µM; in the data active = a potency from the dose series; inconclusive = inhibition above about 70% without an active follow-up result;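 also: bacterial growth assessed after seven days of incubation; strong numbers were not always called active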
# inhibitors of VEEV 10K pilot screen: also measured in inhibitors of VEEV; calls as there; inhibition, %; measured here: 10K pilot screen inhibition
# * = called active by the depositor; i = inactive; u = inconclusive; x = not tested or not shown. An unsorted share of the library; about 1.6% have a hit in one of these screens.
SMILES,Salmonella PhoP GFP,inhibitors of VEEV,tuberculosis growth,influenza NS1A,H37Rv inhibition,others
CC(C(=O)N1CCN(c2ccccc2F)CC1)c1ccc([N+](=O)[O-])cc1 (centres undefined),-2%,0.5%,-2%,5%,-2%,
CC(C)Cc1cc(C(=O)Nc2c(F)cc(F)cc2Br)no1,-14%,1.3%,x,2%,u,
COc1cc(-c2nn3c(-c4ccccc4)nnc3s2)cc(OC)c1OC,-4%,4.3%,-3%,-3%,6%,
O=C(CSc1nc2[nH]c(=O)cc(O)c2s1)Nc1ccc(Cl)c(C(F)(F)F)c1,x,7.7%,14%,-22%,-5%,
CC(C)OC(=O)CSc1nnc(-c2cccnc2)n1N,14%,1.0%,-1%,-4%,-4%,
Nc1ncnc(Oc2cccc(C(F)(F)F)c2)c1[N+](=O)[O-],2%,2.1%,31%,7%,8%,
CC(C)OC(=O)C1C2C=CC3(CN(C(C)c4ccc(Br)cc4)C(=O)C13)O2 (centres undefined),-3%,1.9%,9%,-3%,-11%,
CCCCOC(=O)CCc1c(C)[nH]c(=O)c(C#N)c1C,1%,i,-4%,6%,1%,
CC(C)c1cccc(O)c(=O)c1,5%,11%,49%,-36%,-8%,
COC(=O)C1=C(c2ccc(Cl)c(C(F)(F)F)c2)C[C@@H]2CC[C@H]1N2C(=O)NC1CCCCC1,x,4.5%,29%,6%,8%,
O=Cc1ccc(OCc2cn(CC(=O)c3ccc(O)cc3)nn2)cc1,x,1.5%,x,-9%,x,
CCCCCCn1c(CN2CCCCC2C)nc2c1c(=O)n(C)c(=O)n2C (centres undefined),-10%,i,42%,-10%,11%,
CCOc1ccc(S(=O)(=O)Nc2cccc(Cl)c2)cc1,-9%,0.2%,5%,-3%,8%,
Cc1cc(NC(=O)CCC(=O)N(Cc2cccs2)C(C(=O)NC2CCCC2)c2cccnc2)no1 (centres undefined),-5%,6.1%,5%,9%,7%,
O=C(NCCCO)c1cc2c([nH]c3ccccc32)c(-c2ccccc2)n1,5%,8.3%,1%,-15%,7%,
Cn1c(N)c(S(=O)(=O)NCc2ccccc2Cl)c(=O)n(C)c1=O,-6%,i,-20%,-12%,1%,
CC1(C)N=C(c2ccccn2)C(C)(C)N1O,4%,0.3%,-21%,-4%,-2%,
CCN1CCN(CCCNC(=O)c2cc3cc4ccc(OC)cc4nc3o2)CC1,1%,i,4%,3%,2%,
CC(=O)C1=C(C)NC(SCC(=O)c2ccc(Cl)cc2)=C(C#N)C1CC(C)C (centres undefined),-30%,3.7%,44%,8%,21%,
CC1CCCN(c2oc(-c3cccc4ccccc34)nc2C#N)C1 (centres undefined),-9%,2.4%,-17%,6%,-7%,
CCCCC1C(=O)NC(=S)N(C)C1=O (centres undefined),x,1.1%,x,-19%,x,
O=C(N/N=C/c1c[nH]c2ccccc12)c1cc(Cl)ccc1O,-13%,1.0%,11%,0%,0%,
Cc1onc(C(=O)N2CCN(C(c3ccccc3)c3ccccc3)CC2)c1[N+](=O)[O-],1%,3.1%,2%,2%,0%,
O=C(CCc1nc2ccccc2c(=O)[nH]1)NNC(=O)c1ccc(Cl)cc1,5%,u,-12%,-4%,4%,
CCCC/C(O)=C1\C(=O)CCCC1=NCCc1c(C)[nH]c2ccc(OC)cc12,12%,1.0%,11%,17%,-8%,
O=C(NCC1CCCCC1)c1cc([N+](=O)[O-])ccc1N1CCOCC1,-2%,1.1%,10%,7%,0%,
CCOC(=O)C1CCCN(c2c(NCCC(C)C)c(=O)c2=O)C1 (centres undefined),10%,0.1%,-9%,-17%,-9%,
Cc1ccc(S(=O)(=O)NCc2csc(C)n2)c(C)c1,5%,i,8%,-2%,-9%,
CCOC(=O)CNC(=O)COc1coc(CN2CCN(Cc3ccccc3)CC2)cc1=O,-2%,0.6%,-2%,5%,6%,
CC(Sc1n[nH]c(=O)[nH]c1=O)C(=O)OCc1ccccc1 (centres undefined),7%,1.4%,-3%,-7%,-1%,
COc1ccc(-c2nc(N)ncc2-c2ccccc2OC)c(O)c1,-1%,1.8%,0%,25%,2%,
C[N+](C)(C)CCCN1C(=O)CCCC1=O,-10%,1.5%,14%,5%,-9%,
CC(C)(C)NC(=O)CN(CCN1CCOCC1)C(=O)CNS(=O)(=O)c1ccc(Cl)cc1,4%,2.7%,-14%,-9%,1%,
Cc1ccc(N=Nc2ccc(O)c(/C=N\NC(=O)c3ccc(N)cc3)c2)cc1C,2%,3.9%,17%,-13%,13%,
COc1ccc(-n2nnnc2-c2cccc(OC)c2)cc1,-2%,10%,13%,3%,-3%,
CCCn1c(O)c(N=NC(=O)c2ccco2)c2ccccc21,-7%,9.6%,i,-3%,90%,
CN(CC(=O)Nc1ccc(S(=O)(=O)N(C)C)cc1)Cc1ccc(C(F)(F)F)cc1,-8%,1.0%,18%,0%,13%,
Cc1nnc(SC(C)C(=O)Nc2c(C)n(C)n(-c3ccccc3)c2=O)n1N (centres undefined),-2%,1.2%,-2%,-3%,-17%,
Cc1ccc2cc(C)c(N3CCC(C)CC3)nc2c1,6%,i,1%,-14%,-2%,
COC(=O)c1ccc(CNC(=O)Cn2cnc(C(=O)Nc3ccc(C)c(C)c3)n2)cc1,x,1.3%,x,-9%,x,

# At a glance, 4 of the compounds above.
SMILES,Salmonella PhoP GFP,inhibitors of VEEV,tuberculosis growth,influenza NS1A,H37Rv inhibition,others
CN(CC(=O)Nc1ccc(S(=O)(=O)N(C)C)cc1)Cc1ccc(C(F)(F)F)cc1,-8%,1.0%,18%,0%,13%,
Cc1nnc(SC(C)C(=O)Nc2c(C)n(C)n(-c3ccccc3)c2=O)n1N (centres undefined),-2%,1.2%,-2%,-3%,-17%,
Cc1ccc2cc(C)c(N3CCC(C)CC3)nc2c1,6%,i,1%,-14%,-2%,
COC(=O)c1ccc(CNC(=O)Cn2cnc(C(=O)Nc3ccc(C)c(C)c3)n2)cc1,x,1.3%,x,-9%,x,

# 3 entries from above, sorted by heavy-atom count, smallest number first.
SMILES,Salmonella PhoP GFP,inhibitors of VEEV,tuberculosis growth,influenza NS1A,H37Rv inhibition,others
CCCn1c(O)c(N=NC(=O)c2ccco2)c2ccccc21,-7%,9.6%,i,-3%,90%,
O=C(NCC1CCCCC1)c1cc([N+](=O)[O-])ccc1N1CCOCC1,-2%,1.1%,10%,7%,0%,
Cc1nnc(SC(C)C(=O)Nc2c(C)n(C)n(-c3ccccc3)c2=O)n1N (centres undefined),-2%,1.2%,-2%,-3%,-17%,

# Next part:
SMILES,Salmonella PhoP GFP,inhibitors of VEEV,tuberculosis growth,influenza NS1A,H37Rv inhibition,others
Cc1cc(C)cc(NCC(=O)Nc2c(C)cccc2C)c1,0%,0.6%,10%,-3%,-20%,
COc1cc(-c2noc(C)c2C(=O)NCCCN2CCOCC2)cc(OC)c1OC,x,0.8%,14%,0%,2%,inhibitors of VEEV 10K pilot screen=0.5
CCC(CC)NC(=O)/C=C/c1cccc([N+](=O)[O-])c1,-5%,0.7%,15%,2%,-2%,
CC(C)n1nnnc1SCC(=O)NCc1ccc2c(c1)OCO2,-1%,0.4%,-15%,-3%,-9%,
COc1ccc(S(=O)(=O)n2cnc(C)c2)cc1,-8%,1.9%,-3%,-12%,-7%,
CCOC(=O)CN(c1ccccc1)S(=O)(=O)c1ccc(F)cc1,-6%,0.5%,-3%,-3%,2%,
CCN(CC)CCn1c(NCc2ccco2)nc2ccccc21,-18%,i,-2%,3%,6%,
COc1ccc(Cl)cc1N(CC(=O)N1CCC(C)CC1)S(C)(=O)=O,4%,3.6%,4%,-3%,-5%,
COCCN=C1Sc2nc3cc(C)c(C)cc3cc2CN1Cc1cccs1,1%,5.6%,2%,2%,9%,
COc1cc(C2C3=C(CC(C)(C)CC3=O)Nc3ccccc3N2C(C)=O)cc(OC)c1OC (centres undefined),-3%,3.5%,6%,-5%,2%,
O=C(NCc1cccs1)Nc1cccc(Cl)c1,2%,0.3%,0%,-10%,-6%,
C#CCOCCOCCOCCNc1nc(N2CCN(C(=O)[C@H](CCCN=C(N)N)n3cc(C(N)[C@@H](C)CC)nn3)CC2)nc(N2CCN(C(=O)[C@H](CC(N)=O)n3cc([C@@H](N)CC(N)=O)nn3)CC2)n1 (some centres undefined),x,7.9%,70%,3%,4%,
CCn1c(=O)cc(SCC(=O)Nc2ccc(Cl)cc2)c2ccccc21,1%,i,3%,11%,4%,inhibitors of VEEV 10K pilot screen=0.3
O=C(COC(=O)c1ccccc1F)NC1CCCC1,9%,i,46%,-22%,0%,
O=C1CCC(CCC(=O)N2CCCC(C(=O)c3ccc4c5c(cccc35)CC4)C2)=NN1 (centres undefined),-8%,0.2%,-3%,1%,4%,
CCN1C(=O)N[C@@H](c2ccco2)C(C(C)=O)=C1C,3%,i,3%,10%,-5%,inhibitors of VEEV 10K pilot screen=0.4
Clc1ccc(CSc2ccc(-c3ccco3)nn2)cc1,3%,2.2%,44%,4%,1%,
O=C(Nc1ccn(Cc2ccccc2F)n1)c1ccc(COc2cccc(Br)c2)cc1,1%,2.8%,x,-5%,-6%,
CCOC(=O)C1=NOC(Cn2cc(C(C)=O)c(=O)[nH]c2=O)C1 (centres undefined),-2%,i,-12%,1%,-1%,
CCOc1ccccc1OCC(=O)Nc1cc2c(cc1C(=O)O)OCCCO2,9%,1.8%,-6%,4%,-9%,
Fc1ccc(-c2nc(-c3cnccn3)no2)c(Cl)c1,-10%,3.1%,7%,0%,8%,
O=c1c([N+](=O)[O-])c(NC2CCCCC2)c2ccccc2n1-c1ccccc1,-9%,i,-4%,-4%,4%,
COc1ccc(S(=O)(=O)N2CCN(C(=O)c3cnc(C)cn3)CC2)cc1,-10%,1.9%,-4%,3%,-2%,
Cc1ccccc1-c1nc(CN2CCC(C(=O)NCc3cccnc3)CC2)c(C)o1,7%,0.3%,23%,-1%,-8%,
CCOC(=O)CNNC(=O)Nc1ccc(Cl)c(Cl)c1,-6%,i,-15%,12%,-2%,
COc1cc(NS(=O)(=O)c2ccc(NC(=O)NC3CCCCC3)cc2)nc(OC)n1,7%,3.2%,27%,19%,5%,
Cc1ccc(Nc2nnns2)cc1C,-3%,2.3%,20%,1%,7%,
S=C(NCc1cccnc1)Nc1ccc(Oc2ccccc2)cc1,10%,i,u,-10%,5%,
Cc1ccc(NC2(C(N)=O)CCCC2)cc1,x,i,x,-3%,x,
O=C(Nc1ccc(O)cc1)c1ccccc1OCc1ccccc1,-9%,4.6%,20%,2%,4%,
Cc1ccc(Cn2nc(C)c(/C=N/NC(=O)c3cccnc3)c2C)cc1,2%,3.3%,21%,-8%,4%,
CC(C)c1ccc2c(c1)C1Cc3ccccc3C1N2 (centres undefined),-5%,1.2%,32%,12%,0%,
CC(C)c1c(O)ccc2c1CC[C@H]1C(C)(C)CCC[C@]21C,x,1.7%,x,0%,x,
O=C1CC(c2cccc(Cl)c2)Cc2nc(N3CCOCC3)ncc21 (centres undefined),-9%,6.6%,3%,-1%,-8%,
CC1CCN(C(=O)COC(=O)CCCN2C(=O)c3cccc4cccc(c34)C2=O)CC1,-5%,5.2%,12%,-3%,2%,
CC(C)C12CN3CCN(CC(C3)/C1=N\O)C2,-8%,i,2%,-5%,-1%,
CCCn1c(SCCN2CCOCC2)nc2c1c(=O)n(C)c(=O)n2C,7%,0.8%,-14%,0%,-1%,
COc1cc(C2C3=C(CCCC3=O)Nc3[nH]n(-c4ccccc4)c(=O)c32)ccc1OC(C)=O (centres undefined),13%,1.8%,-14%,3%,19%,
NNC(=O)c1cc2c(ccc3ccccc32)o1,2%,5.1%,20%,11%,10%,
O=C(CN1CCN(Cc2ccc(F)cc2)C1=O)NCc1cccs1,13%,5.2%,x,-3%,-1%,
O=C(COC(=O)c1cc2ccccc2cc1O)NC(=O)NCc1ccco1,-5%,0.0%,23%,-3%,3%,
COc1ccc(C(CCN2CCN(c3ccccc3)CC2)c2c(OC)cc(OC)c3c(-c4ccccc4)cc(=O)oc23)cc1 (centres undefined),0%,i,31%,-1%,-5%,
Cc1ccc(NC(=S)N(CCN(C)C)Cc2cc3cc(C)ccc3[nH]c2=O)cc1,14%,8.0%,x,6%,7%,
CCCCC1CCC(C(=O)N(CCOC)c2c(N)n(CC(C)C)c(=O)[nH]c2=O)CC1 (centres undefined),x,6.3%,-5%,-12%,2%,
c1ccc2c(CCN3CCNC[C@H]3Cc3cccc4ccccc34)cccc2c1,x,i,u,14%,u,inhibitors of VEEV 10K pilot screen=2.1
CCOc1cc2[nH]c(=S)n(CCCOC)c(=O)c2cc1OCC,-1%,2.6%,-6%,18%,0%,
FC(F)Oc1ccc(NC(=S)NNc2ccnc3cc(Cl)ccc23)cc1,-9%,0.7%,37%,12%,8%,
